# Screening results from PubChem.
# NCI-60 one-dose screen, 48 h, at 10 µM unless noted. Numbers give growth in % (100 = growth as untreated, 0 = no growth, -100 = all killed).
# U251: U251 CNS tumor cells; 80,000 compounds, 5.4% hits; AID 1794753
# SF-295: SF-295 CNS cancer cells | 79,000 compounds, 5.6% hits | AID 1794758
# SF-268: SF-268 CNS cancer cells | AID 1794759 | 82,000 compounds, 3.1% hits
# SNB-19: SNB-19 CNS cancer cells | 81,000 compounds, 2.5% hits
# SF-539: SF-539 CNS cancer; 81,000 compounds, 6.8% hits
# KM12: KM12 colon cancer cells. 82,000 compounds, 5% hits. AID 1794800
# HCT-116: HCT-116 colon cancer. AID 1794798. 82,000 compounds, 7.3% hits
# HCC-2998: HCC-2998 colon cancer. AID 1794799. 79,000 compounds, 4.7% hits
# SNB-75: SNB-75 CNS cancer; 79,000 compounds, 5% hits; AID 1794750
# Active calls of the source: *; x = not tested or not shown; & = joins results of further samples. How the source made its calls: active means growth percent below 10; inactive means the rest. This is a subset, so the mix of outcomes need not match the whole.
smiles	U251	SF-268	KM12	HCT-116	SF-539	SNB-75	HCC-2998	SF-295	SNB-19
Cc1cc([N+](=O)[O-])c(O)c([N+](=O)[O-])c1C	106	96	94	104	109	103	103	105	98
O=C1CN(O)C(c2ccccc2)=c2cc(Cl)ccc2=N1	98&105	96&103	105&113	98&110	92&99	91&99	114	111&113	105&102
COc1cc2c(cc1OC)CN(C)C(C)C2 (configuration not stated)	101	96	102	105	105	87	97	99	99
CCCCn1cc(C(=O)/C(C#N)=C/c2cc3ccccc3nc2Cl)c2cc(OC)ccc21	83	83	95	24	89	75	97	96	90
O=C1C=CC(=O)O1	103&107	104&109	119&109	103&105	97&101	109	94&111	107&112	108&109
O=C(CCCc1ccc([N+](=O)[O-])cc1)Nc1ccccc1S(=O)(=O)F	97	114	107	101	98	87	110	x	103
CCC(CO)NC1CCCCC1 (configuration not stated)	55	87	55	27	18	82	86	113	88
COC(=O)[C@@H](NC(=O)c1cn(CCC2CCCCC2)c2ccccc12)C(C)C	83	77	85	80	92	81	94	84	97
S=C(S)N1CCCCC1	87	99	103	99	100	102	103	x	91
O=C1CC(=O)NC(=O)N1	99	108	91	101	103	75	97	95	104
c1ccc(C2CN2C2CCCCC2)cc1 (configuration not stated)	95	96	99	95	102	106	101	114	101
Cc1cc[n+](C(C)(C)C)o1	98	96	109	100	109	89	113	107	106
Cc1cc(C)c(NC2=NCCS2)cc1C	100	108	109	106	115	84	x	77	x
COc1cc(C=O)cc(OC)c1OC	99	101	x	110	105	101	103	102	103
COC(=O)COc1ccc(Cl)cc1Cl	99	99	111	97	100	89	96	102	103

# A different layout for four compounds above.
> CCC(CO)NC1CCCCC1 (configuration not stated)
- U251: 55
- SF-268: 87
- KM12: 55
- HCT-116: 27
- SF-539: 18
- SNB-75: 82
- HCC-2998: 86
- SF-295: 113
- SNB-19: 88
> COC(=O)[C@@H](NC(=O)c1cn(CCC2CCCCC2)c2ccccc12)C(C)C
- U251: 83
- SF-268: 77
- KM12: 85
- HCT-116: 80
- SF-539: 92
- SNB-75: 81
- HCC-2998: 94
- SF-295: 84
- SNB-19: 97
> S=C(S)N1CCCCC1
- U251: 87
- SF-268: 99
- KM12: 103
- HCT-116: 99
- SF-539: 100
- SNB-75: 102
- HCC-2998: 103
- SF-295: x
- SNB-19: 91
> O=C1CC(=O)NC(=O)N1
- U251: 99
- SF-268: 108
- KM12: 91
- HCT-116: 101
- SF-539: 103
- SNB-75: 75
- HCC-2998: 97
- SF-295: 95
- SNB-19: 104

# Further entries.
smiles	U251	SF-268	KM12	HCT-116	SF-539	SNB-75	HCC-2998	SF-295	SNB-19
CC1(C)C(C=C(Cl)Cl)C1C(=O)OC(C#N)c1cccc(Oc2ccccc2)c1 (configuration not stated)	95	82	69	48	98	90	90	55	91
CN1CC(=O)N(O)C1(C)c1cccnc1 (configuration not stated)	102	106	108	102	98	88	99	96	105
CNc1nn[nH]n1	107	115	105	105	105	93	103	102	111
CC(=O)Oc1ccccc1C(=O)NC([Se])=NC1CCCCC1	24	66	5.5*	21	-85*	-75*	28	-8.4*	12
C=C1[C@@H](C)[C@H]2[C@H](Cc3ccccc3)NC(=O)[C@]23[C@@H](O)/C=C/[C@@](C)(O)C(=O)[C@@H](C)C/C=C/[C@H]3[C@@H]1O	22	24	82	50	22	-8.5*	62	39	41
CN1C[C@H](C(=O)N[C@]2(C)O[C@@]3(O)C4CCCN4C(=O)[C@H](Cc4ccccc4)N3C2=O)C=C2c3cccc4[nH]cc(c34)C[C@H]21 (some centres not stated)	90	70	84	99	100	53	99	87	86
CCN(CC)CCOC(=O)C(OCCC(C)C)(c1ccccc1)c1ccccc1	84	90	84	64	100	75	95	110	94
C[C@]12CC[C@H](O)C[C@@H]1CC[C@@H]1[C@@H]2CC[C@]2(C)OC(=O)CC[C@@H]12	87	99	92	89	96	86	102	94	97
CCCC(OC(C)=O)P(=O)(OCC)OCC (configuration not stated)	101	107	112	102	95	81	112	106	99
C/C=N/Nc1ccc([N+](=O)[O-])cc1[N+](=O)[O-]	94	85	63	79	85	91	108	94	102
CN(C)C(=S)SSC(=S)N(C)C	76&81	113&102	96&82	99	112&100	104&109	109&109	97&75	99&99
CC(C)[C@@H]1NC(=O)[C@]2(C)CSC(=N2)c2csc(n2)CNC(=O)C[C@@H](/C=C/CCS)OC1=O	-62*	11	1.2*	-35*	21	29	-48*	6.2*	22
CCC(C)C(=O)O[C@H]1[C@H](O)C2C(CN3CC(C)CCC3[C@@]2(C)O)C2C[C@]34O[C@]5(O)C(OC(=O)C(C)(O)CC)CC[C@@]3(C)C5C(OC(C)=O)[C@@H](OC(C)=O)C4[C@@]21O (some centres not stated)	98	100	100	98	110	95	99	95	93
O=[N+]([O-])c1cc([N+](=O)[O-])c(Br)cc1F	106	105	118	103	95	x	98	110	103
CC1CN1P(=O)(N1CC1C)N1C(C)CCC1C (configuration not stated)	97	101	107	104	101	86	100	108	98

# Filtered by structure, the compounds so far with sulfur
smiles	U251	SF-268	KM12	HCT-116	SF-539	SNB-75	HCC-2998	SF-295	SNB-19
O=C(CCCc1ccc([N+](=O)[O-])cc1)Nc1ccccc1S(=O)(=O)F	97	114	107	101	98	87	110	x	103
S=C(S)N1CCCCC1	87	99	103	99	100	102	103	x	91
Cc1cc(C)c(NC2=NCCS2)cc1C	100	108	109	106	115	84	x	77	x
CN(C)C(=S)SSC(=S)N(C)C	76&81	113&102	96&82	99	112&100	104&109	109&109	97&75	99&99
CC(C)[C@@H]1NC(=O)[C@]2(C)CSC(=N2)c2csc(n2)CNC(=O)C[C@@H](/C=C/CCS)OC1=O	-62*	11	1.2*	-35*	21	29	-48*	6.2*	22

# Further structures.
smiles	U251	SF-268	KM12	HCT-116	SF-539	SNB-75	HCC-2998	SF-295	SNB-19
OC(Cc1nc2ccccc2s1)C(Cl)(Cl)Cl (configuration not stated)	99	84	91	82	93	86	103	97	93
CN(C)P1(N(C)C)=NP(N(C)C)(N(C)C)=NP(N(C)C)(N(C)C)=N1	98	105	104	102	104	90	111	101	103
COc1ccc(/C=C\c2cc(OC)c(OC)c(OC)c2)cc1OCC(=O)Nc1nc2ccc(C(F)(F)F)cc2s1	18	43	18	14	-19*	-6.3*	65	x	34
NC(CSP(=O)(O)O)=NCC12CC3CC(CC(C3)C1)C2	113	119	100	95	x	110	x	112	107
Cc1cc(N(CCCl)CCCl)ccc1/C=C/c1ccncn1	86	88	98	95	91	84	100	91	98
COc1ccc2c(c1)c(-c1nc(-c3c[nH]c4ncccc34)cs1)cn2CCCCN1CCCCC1	-75*	-51*	-63*	-99*	-81*	-75*	-9.7*	-65*	-71*
COCC(C)OC(=O)Cc1ccccc1 (configuration not stated)	102	107	106	118	x	92	108	104	105
c1cnc2[nH]cc(-c3csc(-c4cn(CCN5CCOCC5)c5ccccc45)n3)c2c1	70	73	59	78	68	54	96	79	85
CCCCCN(CCCCC)CC(O)c1ccc(C)c(Cl)c1 (configuration not stated)	92	106	105	82	101	91	107	87	98
C=CC1CC=CCC1 (configuration not stated)	95	105	104	97	98	87	109	110	95
C=C(C)[C@H]1CN[C@H](C(=O)O)[C@H]1CC(=O)O	103	103	109	x	117	99	132	92	107
CC(=O)O[C@@H]1[C@@H]2[C@H]([C@H](OC(C)=O)[C@H](OC(C)=O)/C(C)=C/C34OC3(CC(C)C4OC(=O)Cc3ccccc3)C(=O)[C@@H]1C)C2(C)C (some centres not stated)	93	95	93	94	102	95	103	94	96
CC(=O)OCC1CC2(Cl)C(Cl)=C(Cl)C1(Cl)C2(Cl)Cl (configuration not stated)	104	105	106	93	88	77	x	101	102
CCCCCCCCCCCCNC(c1ccccc1)C(O)c1ccccc1 (configuration not stated)	32	79	75	12	88	106	43	107	87
[N-]=[N+]=CC(=O)CCC(=O)C=[N+]=[N-]	100	121	121	102	88	97	109	106	100
C[C@]12CCC(=O)C=C1C=C[C@@H]1[C@@H]2CC[C@]2(C)OC(=O)CC[C@@H]12	97	103	105	96	92	94	110	118	90
O=P(Oc1ccc(OP(=O)(N2CC2)N2CC2)cc1)(N1CC1)N1CC1	89	89	101	86	98	93	94	101	104
CN(C)CC(O)c1cn(C)c2ccccc12 (configuration not stated)	105	104	108	103	97	86	109	98	104
CC(=O)OC1CCC2(C)C(CCC3C4CC(N5CC5)C(C(C)=O)C4(C)CC(=O)C32)C1 (configuration not stated)	94	x	x	96	106	96	97	111	102
COC(=O)CC(c1ccccc1)N1CC1 (configuration not stated)	94	102	106	103	122	81	107	96	103
COc1ccc(CC#N)cc1	104	106	107	95	106	64	97	81	97
Cc1c(C)c([N+](=O)[O-])c(C)c(C)c1[N+](=O)[O-]	99	100	110	115	108	113	104	101	103
CCCNC(=O)[C@@H](CCC(F)(F)F)CC(=O)N[C@H]1N=C(c2ccccc2)c2ccccc2N(C)C1=O	100	105	105	102	102	111	108	102	91
